# ROC1-CUL1 inh: blocks human RBX1-Cullin-1 di-ubiquitin formation; P62877+Q13616; in vitro K48 di-Ub FRET, acceptor:donor ratio, 45 min; inhibition, % at 10 µM; 0.6% of 140,000 active; in the data active means inhibition above about 25%
# Target sequence (P62877 whole entry, looked up): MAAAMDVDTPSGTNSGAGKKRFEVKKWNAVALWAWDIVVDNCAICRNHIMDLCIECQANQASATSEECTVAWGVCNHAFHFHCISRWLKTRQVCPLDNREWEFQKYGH
# Target sequence (Q13616 whole entry, looked up): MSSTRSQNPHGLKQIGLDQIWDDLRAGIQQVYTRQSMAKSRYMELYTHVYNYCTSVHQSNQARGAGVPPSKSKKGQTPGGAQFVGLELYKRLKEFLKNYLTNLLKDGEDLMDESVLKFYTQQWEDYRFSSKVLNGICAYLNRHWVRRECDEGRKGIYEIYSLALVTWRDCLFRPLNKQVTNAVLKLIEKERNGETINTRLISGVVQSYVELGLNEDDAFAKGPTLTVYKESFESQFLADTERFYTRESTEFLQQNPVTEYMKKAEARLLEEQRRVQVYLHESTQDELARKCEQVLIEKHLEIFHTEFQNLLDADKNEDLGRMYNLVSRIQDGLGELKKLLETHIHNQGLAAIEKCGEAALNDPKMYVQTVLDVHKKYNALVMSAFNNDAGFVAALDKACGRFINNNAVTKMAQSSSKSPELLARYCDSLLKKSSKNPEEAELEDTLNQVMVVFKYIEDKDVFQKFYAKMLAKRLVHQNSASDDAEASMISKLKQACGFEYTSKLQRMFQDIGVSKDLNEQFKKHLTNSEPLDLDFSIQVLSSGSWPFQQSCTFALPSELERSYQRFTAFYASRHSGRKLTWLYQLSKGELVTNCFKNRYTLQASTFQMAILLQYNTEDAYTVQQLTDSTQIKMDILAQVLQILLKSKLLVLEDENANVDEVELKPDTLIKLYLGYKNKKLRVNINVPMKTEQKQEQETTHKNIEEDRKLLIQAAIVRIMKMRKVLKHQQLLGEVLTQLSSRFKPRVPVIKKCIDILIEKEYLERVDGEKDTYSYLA
# * = called active by the depositor.
no. | mol | ROC1-CUL1 inh
1 | CCc1cccc(C)c1NC(=O)c1cnn(-c2ccc(OC)cc2)c1C1CCN(C(=O)OC(C)(C)C)CC1 | 1
2 | Cc1cccc(C2CC(=O)Nc3c2c(=O)n(C)c(=O)n3C)c1 (stereo not given) | 0
3 | CCCCNC(=O)c1nnn(-c2ccccc2OCC)c1C | 5
4 | CC(C)CC(=O)NC(N1CC(C)OC(C)C1)C(Cl)(Cl)Cl (stereo not given) | -4
5 | CN(C)c1ccc(CNC(=O)CCCN2C(=O)c3cccnc3Oc3ccc(Cl)cc32)cc1 | -2
6 | Cc1ccc(-n2nc(CO)c(C(=O)NCCc3ccccc3)n2)cc1 | -1
7 | CCc1cccc(C)c1NC(=O)Cc1cccs1 | 6
8 | CN(Cc1ccc(F)cc1)c1ccc(OCC(=O)NCCc2nc(-c3cccnc3)n[nH]2)nn1 | 3
9 | COc1ccccc1/C=C/C(=O)c1ccc2c(c1)OCCO2 | -6
10 | CN(C)C1(CNC(=O)COc2ccc(C(C)(C)C)cc2)CCCCC1 | -1
11 | NC(N)=NC(N)=Nc1ccc(SC(F)(F)F)cc1 | 5
12 | CCn1nc(C(=O)Nc2cccc(C(F)(F)F)c2)c(Cl)c1Cl | -5
13 | CCOC(=O)C(NC(C)=O)(Nc1cccc(Cl)c1)C(F)(F)F (stereo not given) | -12
14 | CC(=O)Nc1ccc2c(c1)C(=O)Cc1ccccc1S2 | -5
15 | CCOc1ccc2c(c1)-c1c(ssc1=Nc1cccc(F)c1)C(C)(C)N2 | 4
16 | CCCCCCCSc1nc2sc3c(c2c(=O)n1-c1ccc(OC)cc1)CCCCC3 | 5
17 | c1ccc(N=c2scc(-c3ccccc3)n2Cc2ccc3c(c2)OCO3)cc1 | 1
18 | CC1(C)CC(NC(=O)c2ccc(Cl)cc2[N+](=O)[O-])CC(C)(CNC(=O)c2ccc(Cl)cc2[N+](=O)[O-])C1 (stereo not given) | -2
19 | CC(C)Oc1ccc(C(=O)N2CCC3(CC2)CC3C(=O)N2CCN(c3ccccn3)CC2)cc1 (stereo not given) | -2
20 | COc1cc(-c2nc(S(=O)(=O)c3ccc(Br)cc3)c(N3CCOCC3)o2)cc(OC)c1OC | -10
21 | Cc1cc(C)c(S(=O)(=O)Nc2ccc(-c3ccc(N4CCCCCC4)nn3)cc2)c(C)c1 | -2
22 | CCCCN(C)C(=O)c1sc2ncnc(N3CCCCCCC3)c2c1C | -6
23 | O=C1S/C(=C\c2ccc(F)c(Br)c2)C(=O)N1c1cccc(Cl)c1 | 3
24 | CCCN1N=C(C)C(C)n2c1nc1c2c(=O)n(CCC)c(=O)n1C (stereo not given) | 8
25 | Cc1ccccc1Cn1c(=O)n(CCC(=O)NCc2ccco2)c(=O)c2sccc21 | -2
26 | CC(C)c1ccc(NC(=O)c2ccc(C(C)(C)C)cc2)cc1 | -5
27 | CCS(=O)(=O)N(c1cc(-n2nnn(C)c2=O)c(F)cc1Cl)S(=O)(=O)CC | 11
28 | CCCCCC1CCC(C(=O)Oc2ccc(C(=O)Oc3ccc(CCC)cc3)c(Cl)c2)CC1 (stereo not given) | -6
29 | CC(C)(C)c1cc(/C=N/NC(=O)c2cc(-c3ccccc3)n[nH]2)cc(C(C)(C)C)c1O | -4
30 | CCN(CC)c1ccc(NC(=O)Cc2cccc3ccccc23)c(C)c1 | 11
31 | Cc1cccc(C)c1NC1CS(=O)(=O)CC1O (stereo not given) | -7
32 | c1ccc(C2=Nc3ccccc3SC(c3cccs3)C2)cc1 (stereo not given) | -1
33 | CCOC1(OCC)C(C)C(C#N)(C#N)C1(OCC)OCC (stereo not given) | 1
34 | O=C(Nc1ccccc1)c1cc(S(=O)(=O)N2CCOCC2)ccc1Cl | 2
35 | CC1(C)COC(c2cc(C(C)(C)C)cs2)=N1 | 8
36 | CCn1ncc(C2C3CCCC=C3C(C#N)C(=N)C2(C#N)C#N)c1C (stereo not given) | 8
37 | Cc1cc(Nc2ccccc2C)nc(-n2nc(C)cc2C)n1 | -9
38 | O=C1C2ON(c3ccccc3)C(c3ccc(Cl)cc3Cl)C2C(=O)N1Cc1ccccc1 (stereo not given) | -4
39 | CN(CC(=O)N1CCCC(CCc2ccc(F)c(F)c2)C1)Cc1ccncc1 (stereo not given) | -3
40 | COc1cccc(C(=O)NNS(=O)(=O)c2ccccc2[N+](=O)[O-])c1 | 11
41 | Cc1ccc(-n2c(CCn3cc(C)cn3)n[nH]c2=S)cc1 | -1
42 | CN(C)c1ccc(CNS(=O)(=O)c2ccc3[nH]c4c(c3c2)CCCCC4)cc1 | 8
43 | Cc1[nH]n(-c2ccccc2)c(=O)c1/C=N/NC(=O)Cc1ccc(Br)cc1 | 0
44 | COc1ccccc1C1(CC(=O)N2CCCC(C(=O)CCc3ccccc3)C2)CC(=O)N(C)C1=O (stereo not given) | -1
45 | COc1ccccc1-c1nc(SCC(=O)NCc2ccccc2)c2c(=O)n(C)c(=O)n(C)c2n1 | -4
46 | Cc1ccc(C)c(NC(=O)c2sc(Cl)nc2C)c1 | -3
47 | OCC1(Cc2ccccc2)CCCN(CCCC2CCCC2)C1 (stereo not given) | -2
48 | CC1=NC(=S)NC(c2cccc(Cl)c2)C1C(=O)Nc1cccc(C)c1C (stereo not given) | 7

# 3 of the entries above in order of their number in ROC1-CUL1 inh, descending:
no. | mol | ROC1-CUL1 inh
43 | Cc1[nH]n(-c2ccccc2)c(=O)c1/C=N/NC(=O)Cc1ccc(Br)cc1 | 0
41 | Cc1ccc(-n2c(CCn3cc(C)cn3)n[nH]c2=S)cc1 | -1
38 | O=C1C2ON(c3ccccc3)C(c3ccc(Cl)cc3Cl)C2C(=O)N1Cc1ccccc1 (stereo not given) | -4

# 3 compounds out of the list, sorted by SMILES length, smallest number first.
no. | mol | ROC1-CUL1 inh
47 | OCC1(Cc2ccccc2)CCCN(CCCC2CCCC2)C1 (stereo not given) | -2
37 | Cc1cc(Nc2ccccc2C)nc(-n2nc(C)cc2C)n1 | -9
45 | COc1ccccc1-c1nc(SCC(=O)NCc2ccccc2)c2c(=O)n(C)c(=O)n(C)c2n1 | -4

# Looked up above.
# COc1ccccc1C1(CC(=O)N2CCCC(C(=O)CCc3ccccc3)C2)CC(=O)N(C)C1=O (stereo not given) in ROC1-CUL1 inh is entered as -1
# OCC1(Cc2ccccc2)CCCN(CCCC2CCCC2)C1 (stereo not given) in ROC1-CUL1 inh is entered as -2
# CN(CC(=O)N1CCCC(CCc2ccc(F)c(F)c2)C1)Cc1ccncc1 (stereo not given) in ROC1-CUL1 inh is entered as -3
# Cc1[nH]n(-c2ccccc2)c(=O)c1/C=N/NC(=O)Cc1ccc(Br)cc1 in ROC1-CUL1 inh is entered as 0

# The results go on.
no. | mol | ROC1-CUL1 inh
49 | O=C(O)CSc1n[nH]c2nc3ccccc3n12 | -7
50 | CCCCCCC(C)NNC(=O)c1cc2ccccc2[nH]1 (stereo not given) | -6
51 | CCC(C)NC(=O)Cn1c(=O)n(Cc2ccc(C(=O)NCc3ccccc3OC)cc2)c(=O)c2ccccc21 (stereo not given) | -6
52 | O=C(c1nc2ccccn2c1F)N1CCc2[nH]nc(-c3ccco3)c2C1 | 8
53 | CCN(CC)c1ccc(N=Cc2ccc(OC)c3ccccc23)cc1 | 3
54 | O=C1c2cccc3cccc(c23)C(=O)N1C1CCCCC1 | 3
55 | CO/C=C(/C)C(=O)NC(S)Nc1cc(Cl)ccc1C(=O)O (stereo not given) | -1
56 | C/C(=N\NC(=O)Cc1cccc2ccccc12)C1CC2CCC1C2 (stereo not given) | -9
57 | Cc1ccc(C(=O)Oc2ccc(-c3cnc4ccccc4n3)cc2)cc1Br | -6
58 | O=C(O)C1=NC(=O)N(CN2CCOCC2)C(=O)C1 | -4
59 | CSc1ccc(/C=N/Nc2ccc3ccccc3n2)cc1 | -5
60 | COc1ccc(NC(=O)NCCN2CCCC2)cc1 | -6
61 | Cc1cc(-c2n[nH]c3c2CN(C(=O)/C=C/c2nc4ccccc4s2)CC3)no1 | -6
62 | Cc1cc(C)c(S(=O)(=O)N2CCCC(C(=O)O)C2)c(C)c1 (stereo not given) | 5
63 | Cc1c(C(=O)OCCOc2ccccc2)[nH]c2c1C(=O)CC(c1ccc(C(C)(C)C)cc1)C2 (stereo not given) | 3
64 | CCCCC1=NS(=O)(=O)c2ccccc2N1 | -2
65 | CC1(O)CC(=O)N(c2ccccc2)O1 (stereo not given) | -1
66 | [O-][n+]1ccc(OCc2ccccc2)cc1 | 10
67 | CN=C1CC=CC=C(C(=O)/C=C/c2ccc(C(F)(F)F)cc2)C1=O | -1
68 | CC(C)c1ccc(C2c3ccc(N(C)C)cc3OC(=N)C2C#N)cc1 (stereo not given) | -10
69 | O=C(COc1ccc(F)cc1)NC1CC1 | 0
70 | Cc1cccc(-n2c(-c3ccncc3)n[nH]c2=S)c1 | 5
71 | CC(C)=CC(=O)N1CCCC(CCC(=O)N(C)C2CCN(C)CC2)C1 (stereo not given) | -9
72 | O=c1c2c3c(sc2[nH]c(=S)n1Cc1ccccc1)CCCCC3 | 3

# Four of these compounds in another layout.
nr | ROC1-CUL1 inh | molecule
13 | -12 | CCOC(=O)C(NC(C)=O)(Nc1cccc(Cl)c1)C(F)(F)F (stereo not given)
53 | 3 | CCN(CC)c1ccc(N=Cc2ccc(OC)c3ccccc23)cc1
50 | -6 | CCCCCCC(C)NNC(=O)c1cc2ccccc2[nH]1 (stereo not given)
12 | -5 | CCn1nc(C(=O)Nc2cccc(C(F)(F)F)c2)c(Cl)c1Cl

# (next part)
no. | mol | ROC1-CUL1 inh
73 | O=C(NCc1ccc(Cl)cc1)C1CCN(Cc2ccccc2F)CC1 | -1
74 | Cc1cccc(NC(=O)c2ccc(-n3c(C)nnc3C)cc2)c1 | -1
75 | C=CCn1c(CSc2nnc(-c3ccccc3)n2C)nnc1SCC(=O)c1ccccc1 | 3
76 | COc1cc(CSc2nnnn2-c2ccc(C)cc2)cc(OC)c1OC | 1
77 | CCOc1ccc(/C=C/C(=O)C2=CC(Br)=CCC(=NC)C2=O)cc1 | 8
78 | Cc1cccc(N2CCN(c3ccc4cc(S(=O)(=O)N5CCC(C)CC5)ccc4n3)CC2C)c1 (stereo not given) | 1
79 | CC(C)(C)c1ccc(OCCSc2nc3ccccc3n2CC(N)=O)cc1 | -4
80 | O=C1CCCCC1C=Nc1cccc(F)c1 (stereo not given) | -9

# This is a subset; the hit share may differ from the screen's.
